BAZ2B block: BAZ2B (human) inhibition; actives 4.4% (n = 360,000); AlphaScreen BAZ2B-H3K14Ac peptide displacement; Potency, µM (highest dose often 114 µM), for the others: top-dose activity change, negative = inhibition, actives largely listed as inhibitors; AID 504333; also: potency is read from the fitted curve at half-maximal effect; % is scaled to controls: 0 for no effect and ±100 for the full control effect; nearly all actives have a fitted effect of over 60% in size
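Protein-peptide AlphaScreen: BAZ2B 50 nM, b-H3K14Ac 50 nM, 1x PBS pH 7.4 + 0.01% Tween-20. Preincubation 30 min RT; cpd 30 min RT (top 110 uM); beads 20 min RT, light-protected.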
JMJD2A Tudor: JMJD2A Tudor domain (human) inhibition. O75164. AlphaScreen JMJD2A-Tudor / H3K4me3 peptide binding. Potency, µM (series often up to 114 µM), for inactives: at the top dose activity change, negative = inhibition, actives largely listed as inhibitors. actives 4.4% (n = 390,000); also: potency is read from the fitted curve at half-maximal effect; % is scaled to controls: 0 for no effect and ±100 for the full control effect; nearly all actives have a fitted effect of over 50% in size
GLS inh: inhibitors of human glutaminase (GLS); GLS enzymatic activity, qHTS titration; Potency, µM (titrated, usually from 45.5 µM), without a hit: top-dose activity change, negative = inhibition, usual class: inhibitors; actives 0.21% (n = 410,000); also: potency is read from the fitted curve at half-maximal effect; % is scaled to controls: 0 for no effect and ±100 for the full control effect
Target sequence (O94925 whole entry, looked up): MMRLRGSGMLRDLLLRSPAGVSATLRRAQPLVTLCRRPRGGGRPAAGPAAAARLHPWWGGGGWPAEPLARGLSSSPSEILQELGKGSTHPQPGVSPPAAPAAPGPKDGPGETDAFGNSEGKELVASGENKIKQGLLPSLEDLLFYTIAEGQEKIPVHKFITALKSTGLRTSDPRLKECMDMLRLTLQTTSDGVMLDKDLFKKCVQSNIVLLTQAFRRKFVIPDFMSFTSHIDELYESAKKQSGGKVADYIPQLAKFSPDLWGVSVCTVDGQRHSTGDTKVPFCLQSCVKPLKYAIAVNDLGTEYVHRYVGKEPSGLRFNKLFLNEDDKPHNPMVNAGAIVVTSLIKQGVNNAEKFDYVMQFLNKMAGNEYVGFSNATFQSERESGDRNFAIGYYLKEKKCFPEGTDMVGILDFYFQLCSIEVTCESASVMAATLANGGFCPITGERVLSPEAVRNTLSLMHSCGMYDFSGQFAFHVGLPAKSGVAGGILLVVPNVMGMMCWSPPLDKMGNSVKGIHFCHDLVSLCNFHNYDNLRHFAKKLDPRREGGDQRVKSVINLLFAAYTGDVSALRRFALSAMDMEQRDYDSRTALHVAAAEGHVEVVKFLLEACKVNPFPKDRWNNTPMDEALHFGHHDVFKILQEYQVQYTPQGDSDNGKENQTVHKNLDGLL
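Two-point fluorescence kinetic (t0, 30 min RT) for hKGA; glutamate detected via glutamate oxidase–HRP–Amplex Red. Substrate: 1 mM L-glutamine solution; buffer 45 mM KH2PO4, pH 8.2.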
RGS4 inhibitor: human RGS4 inhibition. Transcreener GDP fluorescence polarization, RGS4-accelerated GTP hydrolysis. Potency, µM (doses to about 114 µM), for inactives: at the top dose activity change, negative = inhibition, actives largely listed as inhibitors. actives 0.039% (n = 390,000). AID 504845; also: potency is read from the fitted curve at half-maximal effect; % is scaled to controls: 0 for no effect and ±100 for the full control effect; nearly all actives have a fitted effect of over 75% in size; some results filed as inactive show a strong effect at the top dose
Target sequence (P49798 whole entry, looked up): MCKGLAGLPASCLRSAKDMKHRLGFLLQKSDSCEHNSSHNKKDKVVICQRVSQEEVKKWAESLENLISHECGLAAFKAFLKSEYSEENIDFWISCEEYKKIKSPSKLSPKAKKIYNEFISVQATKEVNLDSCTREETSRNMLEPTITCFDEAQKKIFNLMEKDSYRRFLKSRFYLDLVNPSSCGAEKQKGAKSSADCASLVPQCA
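MLSMR compounds (23 nl, pin-transferred) preincubated 10 min at room temperature with a 500nM (2x) first reagent, then RGS4 at 900nM (2x) plus Transcreener GDP mix added; fluorescence polarization (620/688 nm) read before and after 90 min at 30 °C.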
12-LOX inh: inhibitors of human 12S-lipoxygenase ALOX12; purified 12hLO, xylenol orange hydroperoxide absorbance; Potency, µM (highest dose often 108 µM), without a hit: at the highest dose activity change, negative = inhibition, usual class: inhibitors; actives 1.1% (n = 580,000); also: potency is read from the fitted curve at half-maximal effect; % is scaled to controls: 0 for no effect and ±100 for the full control effect
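Purified human 12hLO (150 nM final) in 25 mM Hepes, 0.01% Triton X-100, pH 7.0 was preincubated 15 min at room temperature with compound. Then 40 uM arachidonic acid was added, 30 min. Hydroperoxide was read by Fe-XO absorbance ratio 573/405 nm.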
G9a block: blocks human histone lysine methyltransferase G9a; G9a H3K9 monomethylation, AlphaScreen, 2 h; Potency, µM (doses to about 102 µM), for inactives: top-dose activity, negative = inhibition, actives largely listed as inhibitors; actives 8.8% (n = 350,000); AID 504332; also: potency is read from the fitted curve at half-maximal effect; % is scaled to controls: 0 for no effect and ±100 for the full control effect; nearly all actives have a fitted effect of over 75% in size
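AlphaScreen read-out: biotin-H3K9 peptide (500 nM) methylation by 20 nM enzyme with 20 uM SAM, 2 h at room temperature after 15 min compound preincubation; anti-monomethyl H3K9 antibody plus donor/acceptor beads, 10 min dark.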
PI4K2A inh: PI4K2A (human) kinase inhibition; Q9BTU6; purified PI4K2A, ADP-Glo luminescence, 1 h; active compounds read low; activity change, negative = inhibition, % at 76.9 µM; actives 0.13% (n = 420,000); AID 1346378; in the data active = activity change below about -50%; inconclusive = mostly about -30% to -49%;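 also: -100% = wells without enzyme as full effect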
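Compounds are screened against recombinant PI4K2A using PI as substrate and ATP, the latter dispensed at 300 microM. Reactions run one hour at ambient temperature before ADP-Glo detection; full inhibition defined by wells lacking enzyme.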
HP1b binding inh: inhibitors of HP1-beta chromodomain binding to methylated histone tails; Potency, µM (top dose mostly 114 µM), without a hit: at the highest dose activity change, negative = inhibition, most hits filed as inhibitors; actives 0.56% (n = 390,000); AlphaScreen HP1-beta / biotin-H3K9me3 peptide binding; AID 540317; P83916; also: potency is read from the fitted curve at half-maximal effect; nearly all actives have a fitted effect of over 70% in size; inactives centre near 23
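AlphaScreen: HP1-beta (50 nM) preformed 30 min with biotin-H3(1-18)K9me3 peptide (50 nM) in PBS pH 7.4, 0.01% Tween-20. Compound added for 30 min at RT, then streptavidin donor/nickel chelate acceptor beads (10 ug/mL) for 30 min.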
ERG-DNA inh: ERG Ets/DNA interaction inhibition | Potency, µM (doses to about 76.9 µM), inactives show at the highest dose FP activity, negative = inhibition, usual class: inhibitors | P11308 | actives 0.028% (n = 370,000) | AID 624246 | fluorescence polarization, His-ERG Ets domain / labelled DNA; active = well fitted inhibition curve with a large enough effect in the polarisation, with a control signal flat; inconclusive = small, poorly fitted or top-dose-only effect, or effect the other way, or a change in a side signal; inactive = no such curve, though single readings can be large or run the other way; the % refers to the polarisation;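 also: polarization taken with two DNA probes labelled with fluorescein and Texas red; potency is read from the fitted curve at half-maximal effect; % of control where 0% means no effect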
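His-tagged ERG Ets domain (1 uM in the protein solution; 300mM KCl, 50mM Tris-HCl, 1mM EDTA, 1mM DTT, pH 7.5) received compound, then a probe mix of 5 nM fluorescein-DNA and 100nM Texas-615-DNA. Fluorescence polarization was read for both dyes.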
* hit, by the source's call; ? = inconclusive; . = no result given; [ ] = another dose, or the depositor's remark. Unless noted, calls follow the shape of the dose curve; as a rule, active = well fitted curve in the direction sought with a large enough effect; inconclusive = small, poorly fitted or top-dose-only effect, or another doubt; inactive = no such curve, though single readings can be large; an effect the other way counts as inactive or inconclusive.

BAZ2B block	JMJD2A Tudor	GLS inh	RGS4 inhibitor	12-LOX inh	G9a block	PI4K2A inh	HP1b binding inh	ERG-DNA inh	Structure
7%	-10%	36%[activator]	-10%	0%	18%[59 µM]	3	51%[activator]	-4%	O=C1CC(Nc2ccccc2)C(=O)N1Cc1ccccc1 (stereo unspecified)
-31%	2%	1%	-12%	6%	-27%	5	22%	.	CC(=O)c1ccc(NC(=O)Nc2ccc([N+](=O)[O-])cc2)cc1
-2%	-9%	-1%	2%	-10%	?	-16	3%	4%	Cc1ccccc1NC(=O)CCCNC(=O)c1ccc(Cl)cc1
0%	-3%	1%	24%	13%	13%[0.501 µM]	1	25%	8%	CN(Cc1ccccc1)C(=O)CN(c1ccccc1Cl)S(C)(=O)=O
18%	-11%	0%	-7%	192%[activator]	-24%[12.7 µM]	-9	49%[activator]	7%	Cc1ccc(C2(C)NC(=O)N(CC(=O)N3c4ccccc4NC(=O)CC3C)C2=O)cc1 (stereo unspecified)
7%	-26%	9%	6%	93%[activator]	-7%[12.7 µM]	-2	53%[activator]	-3%	Cc1nnc(OCc2nc3ccccc3n2C)c2ccccc12
-1%	?	8%	-37%	7%	.	1	-10%	-7%	CCNC(=O)CC1C(=O)N(c2ccc(OC)cc2)C(=O)N1Cc1ccc(OC)cc1 (stereo unspecified)
?	-1%[11.4 µM]	-10%	10%[11.4 µM]	1%	?	7	-4%	8%	CCC(C)(C)n1nnnc1C(c1ccc(N(C)C)cc1)N1CCN(C2CCCCC2)CC1 (stereo unspecified)
-12%	-21%	12%	-13%	-2%	?	-4	30%	-3%	O=S(=O)(/N=C(/Nc1nc2ccccc2s1)c1ccccc1)c1ccc(F)cc1
7%	-10%	17%	-22%	14%	20%	6	25%	-9%	COc1cccc(C(=O)N2CCCN(C)CC2)c1OC
-2%	-13%	7%	-10%	-4%	8%[59 µM]	0	25%	-6%	CCn1c(CCNC(=O)c2ccc(C)cc2)nnc1SCc1ccc(Cl)c(Cl)c1
-1%[57.1 µM]	-2%	8%	12%	17%	14%	0	23%	-4%	N#CNC1=NCN(CCc2ccccc2)CN1
-11%	-4%	2%	-3%	-2%	?	2	14%	-9%	O=C(CN1CCN(Cc2ccccc2)CC1)Nc1cccc(Br)c1
-12%	-1%	-6%	-11%	-10%	5%[59 µM]	4	42%	4%	CCC(C)(NC(=O)c1ccc2c(c1)OCO2)C(=O)NC1CCCCC1 (stereo unspecified)
-20%	-5%	15%	-19%	-27%	5%[59 µM]	-5	50%[activator]	.	COc1ccc(C2SCCN2C(=S)Nc2cccc(Cl)c2)cc1 (stereo unspecified)
-16%	-3%	-2%	-12%	-21%	6%[59 µM]	-1	31%	7%	CC(=O)Nc1ccc(-c2nnc(SCC(=O)c3ccc([N+](=O)[O-])cc3)o2)cc1
9%	-18%	9%	10%	378%[activator]	18%	4	4%	-14%	CC1=NN(C(N)=S)C(=O)C1N=Nc1cccc([N+](=O)[O-])c1 (stereo unspecified)
?	-5%	20%	14%	-22%	-9%[59 µM]	0	16%	-5%	Cc1cc(N2CCOCC2)cc(C)[n+]1[O-]
12%	9%	-1%	1%	-4%	.	-4	54%[activator]	-4%	O=c1n(Cc2ccccc2)nc2n1-c1ccccc1SC2
0%	-2%	2%	-19%	-22%	25%[59 µM]	2	34%	0%	CCOc1ccccc1NC(=O)Nc1cc(C(=O)NCc2ccc(C)cc2)ccc1N1CCCC1
-4%	?	4%	-24%	2%	-7%[59 µM]	-6	28%	-19%	COc1cccc(S(=O)(=O)NCc2ccc(C(=O)Nc3ccc(Cl)cc3)cc2)c1
17%	5%	2%	29%	-10%	4%	5	32%	5%	O=c1oc2ccccc2n1Cc1ccccc1F
7%	-14%[57.1 µM]	6%	8%[56.9 µM]	-1%	-11%[59 µM]	-1	44%[activator]	4%	CCCN1CCN(CCCNC(=O)CCNC(=O)Cn2ccc3ccccc3c2=O)CC1
8%	-18%	-3%	-3%	-17%	21%	2	-6%	-1%	CC(NC(=O)C1CCN(S(=O)(=O)c2ccc(Br)s2)CC1)c1ccccc1 (stereo unspecified)
3%	-9%	3%	7%	27%	?	2	15%	-7%	O=C(c1ccc(Cl)cc1)N1CCC(C(=O)N2CCN(c3ncccn3)CC2)CC1
1%	-12%	18%	5%	4%	11%	0	22%	.	O=c1c2ccccc2nc2n1CCCS2
?	-21%	27%	15%	?	9%[12.7 µM]	1	10%	-3%	CCOC(=O)c1c(NC(=O)CSc2n[nH]c(-c3ccco3)n2)sc(C)c1C
4%	-13%	-1%	8%	-18%	15%[59 µM]	-1	25%	5%	Cc1ccc(/C=C2/SC(=O)N(CC(=O)N3CCOCC3)C2=O)s1
56µM*	-10%	16%	8%	38%[activator]	-41%	-3	45%[activator]	5%	O=C(N/N=C/c1ccsc1)c1ccccn1
54%[activator]	51%[activator]	32%[activator]	-8%	-30%	0%	3	111%[activator]	4%	Cc1cc(SCC(=O)OCC(=O)N2CCCC2=O)c(C)cc1Br

Structures above printed as active in BAZ2B block:
BAZ2B block	JMJD2A Tudor	GLS inh	RGS4 inhibitor	12-LOX inh	G9a block	PI4K2A inh	HP1b binding inh	ERG-DNA inh	Structure
56µM*	-10%	16%	8%	38%[activator]	-41%	-3	45%[activator]	5%	O=C(N/N=C/c1ccsc1)c1ccccn1

Back to the main list with the five entries that preceded the break.
BAZ2B block	JMJD2A Tudor	GLS inh	RGS4 inhibitor	12-LOX inh	G9a block	PI4K2A inh	HP1b binding inh	ERG-DNA inh	Structure
1%	-12%	18%	5%	4%	11%	0	22%	.	O=c1c2ccccc2nc2n1CCCS2
?	-21%	27%	15%	?	9%[12.7 µM]	1	10%	-3%	CCOC(=O)c1c(NC(=O)CSc2n[nH]c(-c3ccco3)n2)sc(C)c1C
4%	-13%	-1%	8%	-18%	15%[59 µM]	-1	25%	5%	Cc1ccc(/C=C2/SC(=O)N(CC(=O)N3CCOCC3)C2=O)s1
56µM*	-10%	16%	8%	38%[activator]	-41%	-3	45%[activator]	5%	O=C(N/N=C/c1ccsc1)c1ccccn1
54%[activator]	51%[activator]	32%[activator]	-8%	-30%	0%	3	111%[activator]	4%	Cc1cc(SCC(=O)OCC(=O)N2CCCC2=O)c(C)cc1Br
86%[activator]	88%[activator]	4%	-12%	9%	155%[activator]	-2	188%[activator]	10%	CCOc1ccc2nc(SCc3ccccc3C#N)sc2c1
3%	-10%	-7%	7%	2%	-6%[59 µM]	5	11%	1%	CCc1ccc(NC(=O)Cn2c(=O)n(CCCCC(=O)NCCc3ccccc3)c(=O)c3ccccc32)cc1
3%	-20%	-4%	-28%	0%	11%[59 µM]	4	39%[activator]	2%	CCCN1Cc2cccc(C(=O)N3CCN(c4ccccc4)CC3)c2C1=O
4%	-11%	0%	34%	18%	14%[59 µM]	-9	4%	.	CCOC(=O)C1=C(C)NC(=O)NC1c1ccc(NC(C)=O)cc1 (stereo unspecified)
.	-15%	3%	-16%	-1%	.	8	9%	0%	COc1ccc(NC(=O)Cc2ccc(C)c(C)c2)cc1S(=O)(=O)N1CCCCC1
-31%	-18%	10%	-11%	1%	-30%	-3	14%	-5%	CC(=O)Nc1cccc(NC(=O)CSc2ncc(-c3ccccc3)[nH]2)c1
.	-16%	18%	30%	4%	.	-9	28%	-2%	Cc1ccc(Nc2nnc(SCC(=O)NCC3CCCO3)s2)cc1 (stereo unspecified)
.	-3%	3%	16%	-2%	5%[59 µM]	-1	41%[activator]	0%	Cc1noc(C)c1S(=O)(=O)N(CC(=O)NCc1ccccc1Cl)c1ccc(C(C)C)cc1
-19%	-3%	-3%	-20%	3%	31%[12.7 µM]	-2	27%	-11%	CCOC(=O)c1sc2nc3c(cc2c1N)COC(C(C)C)C3 (stereo unspecified)
-4%	6%	-7%	-6%	-13%	?	-3	61%[activator]	-3%	Cc1ccccc1OCCn1c(-c2ccc(Cl)cc2)nc2ccccc2c1=O
-5%	-1%	13%	5%	0%	27%	0	32%	-6%	Cc1cc(NCc2ccccc2)n2ncnc2n1
-36%	-30%	6%	?	-28%	?	-2	8%	-6%	COc1ccc(C[C@H]2CN3C(=NC[C@@H]3C(C)C)N2C[C@H](C)NC(=O)c2ccc(C)c(Br)c2)cc1

Source: PubChem BioAssay (National Center for Advancing Translational Sciences (NCATS))

These rows are one share of the data; count on the stated rates, not on these rows.
